TEAD-YAP inh: TEAD-YAP interaction inhibition, primary screen, TEAD-YAP interaction inhibitor project, luminescence, HEK-TIYL cells; hit rate 1.4% among 640,000; inhibition, % at 9.12 µM; TEAD-Gal4/YAP UAS-luciferase luminescence; in the data active = inhibition above about 32%;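 note: 0% = median of test compound wells and 100% = reference inhibitor wells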
GPR151 activ: activators of human GPR151, primary screen, cell-based, PathHunter beta-arrestin, luminescence; activation, % at 11.2 µM; PathHunter beta-arrestin GPR151 cells; hit rate 1% among 650,000; G-protein coupled receptor 151 (Homo sapiens), Q8TDV0; in the data active = activation above about 4.9%;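 note: 0% = median of compound wells and 100% = cells with positive control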
Target sequence (Q8TDV0 whole entry, looked up): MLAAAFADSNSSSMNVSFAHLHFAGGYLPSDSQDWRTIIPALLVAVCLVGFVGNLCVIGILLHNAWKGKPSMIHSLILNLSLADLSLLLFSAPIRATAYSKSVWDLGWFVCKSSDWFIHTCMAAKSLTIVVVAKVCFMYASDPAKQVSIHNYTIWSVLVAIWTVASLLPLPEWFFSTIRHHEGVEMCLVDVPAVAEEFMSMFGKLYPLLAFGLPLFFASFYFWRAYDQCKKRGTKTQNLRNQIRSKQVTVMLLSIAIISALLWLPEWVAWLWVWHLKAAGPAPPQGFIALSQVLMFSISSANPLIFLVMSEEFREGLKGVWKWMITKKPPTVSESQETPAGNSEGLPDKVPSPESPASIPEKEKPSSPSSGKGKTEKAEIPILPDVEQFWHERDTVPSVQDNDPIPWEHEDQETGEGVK
FBW7 act: FBW7 E3 ligase activators, primary screen, biochemical, AlphaScreen, human. F-box/WD repeat-containing protein 7 (Homo sapiens), Q969H0. AlphaScreen FBW7–phospho-cyclin E peptide binding, activator screen. normalized activity (activation), % at 26.1 µM. hit rate 0.13% among 650,000. AID 1259310, 2017; in the data active = normalized activity above about 1.9%;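 note: purified mutant Fbw7 with reduced substrate affinity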
MITF inh: MITF inhibitors, primary screen, biochemical, AlphaScreen, human | AlphaScreen MITF homodimerization, bead proximity signal | inhibition, % at 2.6 µM | hit rate 0.91% among 650,000 | AID 1259374, 2018; in the data active = inhibition above about 50%;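 note: 0% = vehicle wells with protein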
Target sequence (O75030 whole entry, looked up): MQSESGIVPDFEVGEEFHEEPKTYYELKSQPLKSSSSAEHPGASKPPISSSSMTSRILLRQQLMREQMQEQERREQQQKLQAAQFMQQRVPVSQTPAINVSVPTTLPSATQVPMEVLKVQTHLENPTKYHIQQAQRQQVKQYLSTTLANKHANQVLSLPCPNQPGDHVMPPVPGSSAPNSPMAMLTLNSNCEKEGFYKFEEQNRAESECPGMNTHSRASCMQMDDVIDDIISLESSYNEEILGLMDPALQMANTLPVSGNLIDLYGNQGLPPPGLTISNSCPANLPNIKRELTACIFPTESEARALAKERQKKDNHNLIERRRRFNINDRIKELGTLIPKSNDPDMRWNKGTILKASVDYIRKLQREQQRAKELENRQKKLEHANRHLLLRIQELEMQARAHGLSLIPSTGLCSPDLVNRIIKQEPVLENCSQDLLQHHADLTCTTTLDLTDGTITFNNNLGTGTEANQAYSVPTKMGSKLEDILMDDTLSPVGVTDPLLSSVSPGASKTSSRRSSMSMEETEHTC
Numbers without * were called inactive.

| SMILES | GPR151 activ | FBW7 act | TEAD-YAP inh | MITF inh |
| --- | --- | --- | --- | --- |
| O=C(COc1ccccc1)NCc1nnc2n1CCN(Cc1ccc3ccccc3c1)CC2 | 0.4 | 0.1 | 12 | 9 |
| CC(=O)NCCC(=O)Nc1nc(-c2ccc(C3CCCCC3)cc2)cs1 | 0.0 | -0.1 | -18 | -20 |
| COc1ccc2nc(NCCCNC(=O)c3ccco3)c(C#N)cc2c1 | -0.2 | 0.1 | -18 | -4 |
| Cc1ccc(NC(=O)c2cncc(Br)c2)c(Br)c1 | 2.0 | -0.1 | -33 | -12 |
| CCOC(=O)CSC1=C(C#N)C(c2ccccc2Cl)C(C#N)C(=O)N1 (stereo unspecified) | 1.0 | -0.1 | -2 | 2 |
| COc1cccc(NC(=O)/C=C/c2ccc(C)o2)c1 | -3.6 | -0.1 | -45 | -1 |
| COC(=O)Nc1ccc2ccccc2c1 | -0.1 | -0.1 | -20 | 35 |
| O=C1NC2=C(C(=O)N(CCN3CCCC3)C2)C(c2ccc(F)cc2)N1 (stereo unspecified) | 0.9 | -0.1 | -1 | -3 |
| Fc1ccc(-c2csc(N/N=C/c3ccccc3)n2)cc1 | -0.8 | 0.2 | -32 | 8 |
| COC(=O)c1cc(C(=O)Nc2nnc(C(C)(C)C)s2)cc([N+](=O)[O-])c1 | -1.2 | -0.1 | 6 | 2 |
| O=C(Nc1ccc(F)cc1)Nc1cccc(Cl)c1 | 0.2 | 0.1 | -31 | 8 |
| O=C(CCSCCc1ccccn1)Nc1cc(-c2cccc(Cl)c2)no1 | 0.5 | 0.0 | -3 | 12 |
| CSc1ccc(S(=O)(=O)Nc2ccc(S(=O)(=O)Nc3ccc(C)cc3)cc2)cc1 | 0.6 | -0.1 | 2 | -15 |
| CCOc1ccc(-n2c(CNC(=O)c3ccc(S(=O)(=O)N(C)C)cc3)nnc2SCC(=O)Nc2nccs2)cc1 | 0.4 | 0.1 | 11 | 4 |
| COc1ccc(CNC(=O)c2cc3ccc(-c4cn[nH]c4)nc3[nH]2)cc1 | 1.6 | -0.4 | -9 | -2 |
| COc1ccc(C(NC(=O)C(OC)c2ccccc2)c2nccn2C)cc1OC (stereo unspecified) | 0.0 | 0.0 | -4 | 10 |
| O=S(=O)(NCc1nc(N2CCCC2)c2cc(Cl)ccc2n1)c1c(F)cccc1F | 3.7 | -0.1 | 8 | 15 |
| COc1cc(OC)cc(-c2cc3nc(-c4ccccc4)cc(NCCCO)n3n2)c1 | 0.0 | -0.1 | -6 | 1 |
| Cc1cccc(NCc2cc(Cl)cc(Cl)c2O)n1 | 0.4 | 0.2 | 1 | 6 |
| Cc1ccc(NC(=O)C2C3C=CC4(O3)C2C(=O)N(C2CC2)C4C(=O)NC2CCCC(C)C2C)cc1Cl (stereo unspecified) | -0.2 | 0.2 | 6 | 1 |
| COc1ccc(NC(=S)NCCc2c[nH]c3ccccc23)c(OC)c1 | 0.4 | 0.0 | 8 | 10 |
| N#CC1=C(S)N(c2ccccc2)C(c2cccs2)NC1=O (stereo unspecified) | 6.9* | -0.4 | -8 | -8 |
| Cn1c(SCc2ccccn2)nnc1-c1ccccc1 | 0.4 | 1.2 | 3 | 9 |
| CCn1ccc(C(=O)Nc2ccc3c(c2)OCCO3)n1 | -5.8 | 0.6 | 23 | 16 |
| Cn1cnnc1-c1cccc(NC(=O)/C=C/c2ccc(F)cc2)c1 | 0.1 | 0.1 | -10 | 16 |
| COc1ccc(OC)c(NC(=O)Cn2ncc3c2-c2ccccc2OC3)c1 | -0.3 | -0.1 | 3 | 3 |
| COc1cccc(-n2cc(C(=O)N3CC=C(c4ccccc4)CC3)c3ccccc3c2=O)c1 | 2.0 | 0.0 | 4 | -2 |
| CC1=C(C(=O)OCCc2ccccc2)C(c2cccc([N+](=O)[O-])c2)C2=C(CC(c3cccs3)CC2=O)N1 (stereo unspecified) | -1.3 | 0.4 | 16 | 12 |
| CCOc1ccccc1C(=O)NC(C)(C)CC | 0.2 | 0.0 | -3 | 13 |
| CN(C)c1ccc(/C=C(\NC(=O)c2ccccc2Br)C(=O)N2CC3CC(C2)c2cccc(=O)n2C3)cc1 (stereo unspecified) | -1.0 | 0.1 | 7 | 19 |
| COc1cccc(NC(=O)N2CCN(S(=O)(=O)C3CC3)CC2)c1 | -2.0 | 0.7 | -8 | 13 |
| COc1cccc(C2=NC(C(F)(F)F)(C(F)(F)F)C(C#N)=C(C)N2)c1 | -0.5 | 0.2 | 27 | -13 |
| Cc1c(NC(=O)COC(=O)c2ccc(N3CCCC3=O)cc2)c(=O)n(-c2ccccc2)n1C | -0.9 | 0.1 | -2 | 7 |
| Cc1ccc(C)c(OCC(=O)Nc2ccc(C#N)cc2)c1 | -0.2 | 0.1 | 6 | 2 |
| CC1CCCCC1NC(=O)C1CCCN(S(=O)(=O)c2ccc3c(c2)oc(=O)n3C)C1 (stereo unspecified) | 0.4 | 0.1 | 14 | 5 |
| CN1C=C2C(C#N)=C(N)C(C#N)(C#N)C(c3cccc(Cl)c3Cl)C2CC1 (stereo unspecified) | 1.0 | -0.2 | -9 | 4 |
| NC(=O)c1ccc(NC(=O)COC(=O)c2cccc(Oc3ccccc3)c2)cc1 | -1.4 | 0.4 | 2 | 13 |
| O=[N+]([O-])c1cccc(/C=N/Nc2nnc(-c3ncc[nH]3)c3ccccc23)c1 | -0.1 | -0.1 | -3 | 8 |
| COc1ccc(NC(=O)c2cc(N3CCc4ccccc4C3)nc3ccccc23)cc1 | 0.6 | 1.1 | 1 | 15 |
| O=c1c2cnn(-c3ccccc3)c2nc(-c2cccs2)n1-c1ccccc1 | -1.2 | -0.1 | -3 | -9 |
| COc1ccc(S(=O)(=O)NCC(c2ccco2)N(C)C)cc1F (stereo unspecified) | 6.5* | 0.0 | -5 | 11 |
| CN(C)S(=O)(=O)NCc1nc(NCCCc2ccccc2)c2ccccc2n1 | -0.7 | 0.4 | 11 | 18 |
| COc1ccc(Nc2nc(NCC3CCCO3)c3ccccc3n2)c(OC)c1 (stereo unspecified) | -0.5 | 0.0 | 1 | 7 |
| CCOC(=O)C(C#N)c1cc(N2CCN(c3ccccc3)CC2)ncn1 (stereo unspecified) | 0.7 | -0.3 | -2 | -11 |
| COc1ccc(-c2nnn(CC(=O)N3CCN(c4ccc(F)cc4)CC3)n2)cc1 | -0.5 | 0.0 | 6 | -1 |
| OC[C@@H]1CCCN1c1ccnc2c(-c3ccccc3Oc3ccccc3)cnn12 | -1.0 | 0.7 | -8 | 11 |
| CCN1CC=C2C(C#N)=C(N)C(C#N)(C#N)C(c3cc4c(cc3Cl)OCO4)C2C1 (stereo unspecified) | -1.3 | -0.3 | -4 | 14 |
| COc1ccc([N+](=O)[O-])cc1NC(=O)C1C2CCC(C2=C(C)C)C1C(=O)O (stereo unspecified) | -0.2 | 0.1 | 12 | 12 |
| O=C(CCC(=O)N1CCOc2ccc(C(O)c3ccccn3)cc2C1)c1ccccc1 (stereo unspecified) | -0.2 | 0.1 | -3 | 8 |
| Cc1nc([N+](=O)[O-])cn1Cc1cccc(C(F)(F)F)c1 | -0.8 | -0.2 | -7 | -12 |

Whole records from above. Screens in order: GPR151 activ, FBW7 act, TEAD-YAP inh, MITF inh
Record of CCN1CC=C2C(C#N)=C(N)C(C#N)(C#N)C(c3cc4c(cc3Cl)OCO4)C2C1 (stereo unspecified) → -1.3, -0.3, -4, 14
Record of COc1cccc(C2=NC(C(F)(F)F)(C(F)(F)F)C(C#N)=C(C)N2)c1 → -0.5, 0.2, 27, -13
Record of COc1ccc([N+](=O)[O-])cc1NC(=O)C1C2CCC(C2=C(C)C)C1C(=O)O (stereo unspecified) → -0.2, 0.1, 12, 12
Record of CN1C=C2C(C#N)=C(N)C(C#N)(C#N)C(c3cccc(Cl)c3Cl)C2CC1 (stereo unspecified) → 1.0, -0.2, -9, 4
Record of COc1ccc(OC)c(NC(=O)Cn2ncc3c2-c2ccccc2OC3)c1 → -0.3, -0.1, 3, 3

The listing picks up with the 4 entries that preceded the break.
| SMILES | GPR151 activ | FBW7 act | TEAD-YAP inh | MITF inh |
| --- | --- | --- | --- | --- |
| CCN1CC=C2C(C#N)=C(N)C(C#N)(C#N)C(c3cc4c(cc3Cl)OCO4)C2C1 (stereo unspecified) | -1.3 | -0.3 | -4 | 14 |
| COc1ccc([N+](=O)[O-])cc1NC(=O)C1C2CCC(C2=C(C)C)C1C(=O)O (stereo unspecified) | -0.2 | 0.1 | 12 | 12 |
| O=C(CCC(=O)N1CCOc2ccc(C(O)c3ccccn3)cc2C1)c1ccccc1 (stereo unspecified) | -0.2 | 0.1 | -3 | 8 |
| Cc1nc([N+](=O)[O-])cn1Cc1cccc(C(F)(F)F)c1 | -0.8 | -0.2 | -7 | -12 |
| COC(=O)CSc1nnc(-c2sc3cc(OC)ccc3c2Cl)n1C | 0.9 | 0.0 | 3 | 24 |
| COc1cc2c(cc1NC(=O)c1cccs1)oc1ccccc12 | -0.4 | -0.1 | -63 | -5 |
| COCCNC(=O)c1cn2c3c(ccc(Cl)c3c1=O)OC(C)C2 (stereo unspecified) | -1.7 | -0.2 | -8 | -7 |
| CCCNC(=O)Cn1cnc2sc(C(=O)NCCCOC)c(C)c2c1=O | -2.0 | 3.2* | -3 | -1 |
| Cc1nnc(-c2ccc(Cl)cc2)[nH]c1=O | 0.6 | -0.2 | 3 | -9 |
| C=CCc1cc(OC)ccc1OCCCNCCO | 3.9 | 0.2 | 0 | 40 |
| CCCCCn1c(=O)[nH]c2cc(C(=O)NCCCN3CCN(C)CC3)ccc2c1=O | 1.2 | -0.1 | 3 | -6 |
| COc1ccc(NC(=O)N2CCCC(N3CCOCC3)C2)cc1Cl (stereo unspecified) | 1.2 | 0.0 | -2 | 1 |
| Cc1ccc(/C=C/C2=NC(=C\c3ccc(C)o3)/C(=O)O2)cc1 | 2.4 | 0.3 | -11 | 25 |
| CC(C)C1=NN2C(=N)/C(=C/c3cn(Cc4ccccc4Cl)c4ccccc34)C(=O)N=C2S1 | 1.7 | -0.1 | -9 | 4 |
| Cc1ccc([N+](=O)[O-])cc1NC(=O)c1ccccc1Br | 0.2 | 0.1 | 5 | 15 |
| CCCSc1nnc(-c2ccc(OC)cc2)o1 | -3.0 | 1.4 | 45* | 9 |
| CN(C)c1ccc(/C=N\NC(=O)c2ccncc2)cc1 | -1.0 | -0.1 | -8 | -7 |
| CCOC(=O)C1CCN(C(C)=C2C(=O)c3ccccc3C2=O)CC1 | -0.7 | -0.2 | 6 | 5 |
| Cc1cccc(NC(=O)CSc2nnc(C)n2-n2cccc2)c1C | 0.0 | 0.0 | 2 | 8 |
| NC(=O)c1cc2ncc(Br)cn2n1 | -0.8 | 0.0 | 0 | 5 |
| Cc1ccc(C(=O)NN(c2ccccc2)c2ccccc2)cc1[N+](=O)[O-] | -0.4 | 0.2 | -6 | 9 |
| Cc1ccc(-n2c(=O)[nH]cc(C(=O)Nc3ccc(Cl)cc3)c2=O)cc1C | 0.0 | 0.8 | 8 | 12 |
| Cc1cc(C)c(N2C(=O)C3C(C2=O)C2C=CC3C23CC3)c(C)c1 (stereo unspecified) | 0.1 | -0.2 | -8 | -12 |
| O=C(Nc1ccc2[nH]ncc2c1)[C@H]1CCCN1C(=O)C(O)c1ccc(Cl)cc1 (stereo partly specified) | -0.7 | -0.3 | -1 | 5 |
| COc1ccc(CNS(=O)(=O)c2c(F)cc(F)cc2Br)cc1OC | -0.3 | 0.4 | 0 | 12 |
| O=C(O)CS(=O)(=O)c1ccc(-c2ccc(S(=O)(=O)CC(=O)O)cc2)cc1 | 0.5 | -0.1 | 0 | 9 |
| C=CCOc1ccc(CNc2ccc3[nH]c(=O)[nH]c3c2)cc1OC | 0.3 | -0.1 | -5 | 11 |
| Cc1ccc(C(=O)NCC2CCCO2)cc1 (stereo unspecified) | 0.8 | 0.0 | -7 | 7 |
| O=C(CC(NC(=O)c1ccccc1)c1ccccc1)Nc1ccc(N2CCOCC2)cc1 (stereo unspecified) | -0.9 | 0.3 | -5 | 11 |
| Cc1cc(-n2c(SCc3cccc([N+](=O)[O-])c3)nc3n[nH]c(C)c3c2=N)ccc1Cl | 1.9 | -0.1 | 1 | 1 |
| O=C(CNC(=S)N(Cc1ccccc1)Cc1cccs1)NCc1ccco1 | 3.0 | 0.0 | -4 | 8 |
| O=C(N/C(=C/c1ccccc1)C(=O)N1CCCCCC1)c1ccccc1 | -1.4 | 0.9 | 1 | 8 |
| CCC(C)N(C(=O)COC(=O)Cc1n[nH]c(=O)c2ccccc12)C1CCS(=O)(=O)C1 (stereo unspecified) | 2.9 | 0.0 | -1 | 3 |
| O=C(N/N=C/c1cc(Br)cc(Br)c1O)c1cccs1 | 0.8 | -0.2 | -14 | 27 |
| Cn1c(Nc2nc(Nc3ccc(N4CCOCC4)cc3)c3ncn(CCN4CCCC4=O)c3n2)nc2ccccc21 | 0.0 | -0.2 | 9 | -2 |
| COc1cc(NC(=O)c2cccc(-n3cc(NS(=O)(=O)Cc4ccccc4)cn3)c2)cc(OC)c1OC | -1.0 | -0.1 | 39* | 9 |
| Cc1cc(C)c(S(=O)(=O)Nc2cc(C)on2)c(C)c1 | -0.6 | -0.1 | 6 | -7 |
| CCOC(=O)c1c(NC(=O)CSc2nnc(CNC(=O)c3cccc(C)c3)n2C)sc2c1CCC2 | -1.0 | 0.1 | -8 | -19 |
| COc1ccc(Cl)cc1Nc1nnc(-c2cccnc2)s1 | -0.1 | 0.3 | 4 | -7 |
| COc1ccccc1/C=C/C=C1\N=C(c2ccc(OC)c([N+](=O)[O-])c2)OC1=O | 1.4 | -0.1 | 3 | -1 |

Screens: PubChem, The Scripps Research Institute Molecular Screening Center

The order is random. About 3.5% of those tested had a hit in this group.
